# PHOSPHO1 block: inhibitors of human PHOSPHO1 phosphatase; Q8TCT1; recombinant PHOSPHO1, absorbance phosphatase assay; inhibition, % at 13.3 µM; 290,000 compounds, 1.1% hits; AID 1565; in the data active = inhibition above about 60%
# Target sequence (Q8TCT1 whole entry, looked up): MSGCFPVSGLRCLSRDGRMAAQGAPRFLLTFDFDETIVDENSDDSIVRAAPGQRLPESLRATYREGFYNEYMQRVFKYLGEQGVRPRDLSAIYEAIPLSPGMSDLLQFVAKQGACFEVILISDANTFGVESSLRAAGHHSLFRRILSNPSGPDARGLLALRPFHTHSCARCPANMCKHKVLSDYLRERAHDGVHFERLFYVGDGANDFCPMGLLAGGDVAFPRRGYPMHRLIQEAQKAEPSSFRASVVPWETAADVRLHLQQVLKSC
# IDE cell inh: cellular human IDE inhibition. inhibition, % at 5.59 µM. HEK cells, FAbetaB cleavage, fluorescence polarization. 320,000 compounds, 0.41% hits. P14735;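 active = percent inhibition above the average of all tested compounds plus 3 SD, set per screening campaign, cut at about 16% in these data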;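 note: IDE supplied by intact live HEK cells; FP after avidin binding of uncleaved biotin substrate so inhibition keeps polarization high; 0% = DMSO wells and 100% = 60 µM reference IDE inhibitor Ii1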
# GalR3 antag: antagonists of human GalR3; O60755; AID 651719; 360,000 compounds, 0.44% hits; HEK293 GalR3-CNG cAMP membrane potential fluorescence; galR3 body fused to GalR1 C-terminus; inhibition, % at 3 µM;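 active = inhibition above the screen-wide average plus 3 SD, cut at about 13% in these data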;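 note: forskolin and galanin both at EC90 stimulate the cells; cAMP rise reported by CNG channel membrane potential dye signal; 0% = forskolin plus galanin with DMSO and 100% = forskolin alone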
# Target sequence (O60755 1-299 limits assumed): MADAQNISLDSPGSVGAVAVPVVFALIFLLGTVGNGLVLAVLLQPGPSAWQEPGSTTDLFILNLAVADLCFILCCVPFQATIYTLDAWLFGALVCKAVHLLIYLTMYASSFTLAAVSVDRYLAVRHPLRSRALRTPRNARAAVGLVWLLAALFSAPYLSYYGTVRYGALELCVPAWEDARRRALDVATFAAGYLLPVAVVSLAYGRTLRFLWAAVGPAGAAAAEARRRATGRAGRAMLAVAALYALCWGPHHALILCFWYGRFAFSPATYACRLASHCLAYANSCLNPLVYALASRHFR
# CRFR2-BP antag: blocks CRF-induced signaling of the CRF-BP/CRF-R2 complex; inhibition, % at 11.8 µM; 350,000 compounds, 0.59% hits; HEK293 CRF-R2/CRF-BP, CRF-induced calcium fluorescence;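 active = inhibition of the ligand-induced calcium signal above about 50% at the single tested concentration, limit read from the data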
# p-CIP stab down: compounds decreasing mouse p/CIP protein stability | decrease of EGFP signal, % at 10 µM | 290,000 compounds, 0.01% hits | F442A p/CIP-EGFP cells, EGFP fluorescence, 16 h;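 active = EGFP signal decrease of at least 30% at 10 µM or well 3 SD below plate mean, unless failing retest; inactive = the rest, including hits failing retest or dose response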; note: some compounds called inactive have numbers as strong as hits; many of its hits are not listed in these tables
# M4 PAM: CHRM4 positive allosteric modulation. 360,000 compounds, 0.4% hits. activation, % at 3 µM. CHO-K1 hM4/Gqi5, Fluo-8 calcium fluorescence, ACh EC20; 0% = ACh EC20, 100% = maximal ACh. AID 624126. P08173;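 active = activation above its plate's cutoff, the mean activation of sample wells plus 3 SD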; note: some results filed as inactive read as strong as hits
# CRFBP-R2 agonist: CRF-BP/CRF-R2 complex agonism; HEK293 CRF-R2/CRF-BP, calcium dye fluorescence (FLIPR); percent of saturating CRF peptide response; activation, % at 13.2 µM; 350,000 compounds, 0.46% hits; AID 588473;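 active = activation of at least 50%, plus an integration ratio under a set limit after plate pattern correction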;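 note: plate controls were neutral control wells without compound for no effect and CRF at EC100 for full effect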
# IDE act: IDE (human) activation, cell-based; HEK cells, FAbeta-B cleavage, fluorescence polarization; 0% vehicle, 100% cell-free pure enzyme wells; P14735; activation, % at 5.96 µM; 340,000 compounds, 0.073% hits;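 active = activation above the mean of all tested compounds plus 3 SD, set per screening campaign, cut at about 17% in these data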
# MEKK3 PB1 HTS: modulators (inhibitors or enhancers) of MEK5 binding to human MEKK3 PB1 domain | bead-based flow cytometry, Alexa488-MEK5 binding to MEKK3; actives lie on both sides; 0 = blocked by unlabeled MEK5, 100 = vehicle | binding response (% of control), % at 10 µM | 290,000 compounds, 1.4% hits | AID 1529;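 active = binding response more than 3 SD above or below the average of its plate-row segment, actives on both sides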;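 note: Alexa488 bead fluorescence after subtracting the streptavidin-only scavenger bead signal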
# * = called active by the depositor; x = not tested or not shown; & = joins results of further samples. Some of the compounds tested (hit frequency here may not be typical).
SMILES,PHOSPHO1 block,IDE cell inh,GalR3 antag,CRFR2-BP antag,p-CIP stab down,M4 PAM,CRFBP-R2 agonist,IDE act,MEKK3 PB1 HTS
CCCNC(C)C(=O)Nc1c(C)csc1C(=O)OC (stereo not drawn),x,6,-2,-6,x,-2,-1.1,4,x
O=C(CCN1CCC(c2ccccc2)C1)c1ccc2c(c1)OCCO2 (stereo not drawn),3,5,-3,-10,-24,-10,0.8,1,93
COc1ccc(/C=C/C(=O)Nc2ccccc2C(=O)O)cc1OC,4&8,-3,-4,27,2&-12,6,-0.2,10,111&101
NC(=O)c1cn(Cc2c(F)cccc2F)nn1,x,4,x,7,x,3,-1.3,3,x
CCOc1ccc(NC(=O)Cn2cc(C(=O)c3ccco3)c3ccccc32)cc1,15,-1,-6,13,-1,-3,0.6,5,104
CCOc1ccc(C(=O)OCCN(CC)CC)cc1,-3,3,1,-20,1,6,2.8,1,105
Cn1c(=O)c2c(ncn2CC2OCCO2)n(C)c1=O,52,0,-8,7,-4,-15,3.6,-3,104
OCCN1CCN(CCCN2c3ccccc3Sc3ccc(Cl)cc32)CC1,1,0,x,-1,-4,-17,-0.3,1,79
CC(=O)Nc1ccc(C(=O)O)cc1,x,0,-4,5,x,3,-3.1,4,x
Oc1ccc(/C=C/c2cc(O)cc(O)c2)cc1,18,-1,-3,21,8,-1,-2.6,6,110&90
COc1ccccc1N1CCN(CCCNc2cc(=O)n(C)c(=O)n2C)CC1,44,6,-8,7,-14,0,-1.0,x,106&102
CCc1cc(=O)oc2c(CNC(Cc3ccccc3)C(=O)O)c(O)ccc12 (stereo not drawn),23,-7,-13,-10,3,x,1.2,x,109
CCOC(=O)c1ccc(N)cc1,x,1,-1,-10,x,-9,-0.9,5,x
COc1ccc(C(=O)NCc2ccc(OCCN(C)C)cc2)cc1OC,x,-3,x,-5,x,4,-0.7,5,101
CC12CCC(CC1)C(C)(C)O2,x,-1,-4,0,x,6,0.3,5,104
Cc1c(NC(=O)c2cccnc2)c(=O)n(-c2ccccc2)n1C,-8,6,1,4,-1,-3,0.8,-1,94
O=C(c1ccc(F)cc1)C1CCN(CCn2c(=O)[nH]c3ccccc3c2=O)CC1,27,3&0,-5&-4,-51&3,-4,-4&-6,6.5&2.3,-2&-1,103
CC(C(=O)O)c1ccc(C(=O)c2cccs2)cc1 (stereo not drawn),x,5,x,-1,x,6,-1.6,5,x
CCCn1cnc2c1c(=O)n(CCCCC(C)=O)c(=O)n2C,x,0,0,-3,x,1,1.4,1,95
Cc1cc(-c2ccccc2)nnc1NCCN1CCOCC1,6,0,-1,26,3,-6,3.7,5,104
CN1CCN(CCC(=O)N2c3ccccc3Sc3ccc(C(F)(F)F)cc32)CC1,10,0,-11,-35,-1,-11,-0.2,-1,98
C/C=C(/C)C(=O)O[C@@H]1c2c(ccc3ccc(=O)oc23)OC(C)(C)[C@@H]1OC(=O)/C(C)=C\C,28,3,-10,19,-2,0,1.0,-2,104
CC(=O)c1ccc(S(=O)(=O)NC(=O)NC2CCCCC2)cc1,x,6,x,8,x,-2,0.1,0,x
CC(=O)NC(Cc1ccccc1)C(=O)O (stereo not drawn),x,2,-3,5,x,5,-0.2,3,97
Cc1nc2ccccn2c(=O)c1CCN1CCC(C(=O)c2ccc(F)cc2)CC1,-26,-2,x,-1,-3,0,-1.5,6,88
CN1CCOC(c2ccccc2)c2ccccc2C1 (stereo not drawn),25,-1,-1,9,-9,-8,0.1,7,98
CCN(CC)CCOC(=O)C1(c2ccccc2)CCCC1,12,-2,-3,-6,-16,-35,-1.5,1,98
CC1(C)Cc2c(sc(NC(=S)NC(=O)c3ccccc3)c2C(=O)O)CO1,-3,2,-5,10,-5,-3,-0.9,3,106
CCCCCCO,x,-3,0,-1,x,-4,-0.8,8,x
NC(=O)c1cccc(-c2cc(Nc3ccc(OC(F)(F)F)cc3)ncn2)c1,16,5,-2,10,-22,13,0.8,-3,105
O=C(NCCc1c[nH]c2ccccc12)c1cccnc1,-31,2,x,-12,4,2,0.3,-4,94
c1ccc(CC2=NCCN2)cc1,9,1,4,6,1,8,-0.1,8,91
C=C[C@H]1CN2CC[C@H]1C[C@@H]2[C@@H](O)c1ccnc2ccc(OC)cc12,x,-1&-6,-3&-5&-3,-5&-4&-10,x,-9&-14&0,1.1&0.9&-2.4,5&8&3,x
CCOc1ccccc1C(N)=O,x,x,1,22,x,6,0.5,4,x
O=C(CCNNC(=O)c1ccncc1)NCc1ccccc1,8,-1,x,-35,-4,-3,0.6,-6,81
CC[N+](C)(CC)CCOC(=O)C(O)(c1ccccc1)C1CCCCC1 (stereo not drawn),-4,1,x,-10,3,-18,-1.1,7,73
CN1CCN(C(c2ccccc2)c2ccccc2)CC1,x,1,x,-24,x,-18,0.9,-3,x
CCC(C)n1ncn(-c2ccc(N3CCN(c4ccc(OCC5COC(Cn6cncn6)(c6ccc(Cl)cc6Cl)O5)cc4)CC3)cc2)c1=O (stereo not drawn),32,0,2,22,-1,3,0.4,1,103&99
COc1cc2c(c(OC)c1OC)-c1c(cc3c(c1OC)OCO3)[C@@H](OC(C)=O)[C@H](C)[C@H](C)C2,26,14,-7,4,-6,-1,-0.9,-2,88
C[C@]12CCC(=O)C=C1CC[C@@H]1[C@@H]2CC[C@@]2(C)[C@H]1CC[C@]2(O)C(=O)CO,-11,4,-2,-6,-5,7,-0.9,3,84

# Pulled by compound from the entries so far:
SMILES,PHOSPHO1 block,IDE cell inh,GalR3 antag,CRFR2-BP antag,p-CIP stab down,M4 PAM,CRFBP-R2 agonist,IDE act,MEKK3 PB1 HTS
C[C@]12CCC(=O)C=C1CC[C@@H]1[C@@H]2CC[C@@]2(C)[C@H]1CC[C@]2(O)C(=O)CO,-11,4,-2,-6,-5,7,-0.9,3,84
Cn1c(=O)c2c(ncn2CC2OCCO2)n(C)c1=O,52,0,-8,7,-4,-15,3.6,-3,104
CCOc1ccc(C(=O)OCCN(CC)CC)cc1,-3,3,1,-20,1,6,2.8,1,105
CC(=O)Nc1ccc(C(=O)O)cc1,x,0,-4,5,x,3,-3.1,4,x

# (listing goes on)
SMILES,PHOSPHO1 block,IDE cell inh,GalR3 antag,CRFR2-BP antag,p-CIP stab down,M4 PAM,CRFBP-R2 agonist,IDE act,MEKK3 PB1 HTS
CCN(CC)CCNC(=O)c1cc(Cl)c(N)cc1OC,26,0,x,9,-5,-1,2.6,-1,93
CC(COc1ccccc1)NC(C)C(O)c1ccc(O)cc1 (stereo not drawn),8,-4,x,32,-3,-4,-2.2,7,92
C=C[C@@H]1CN2CCC1C[C@@H]2[C@@H](O)c1ccnc2ccc(OC)cc12 (stereo partly drawn),8,-4&-1,-4,-17&-1,-7,-5&-5,-2.3&-1.0,-3&5,107
C1CCC(C(CC2CCCCN2)C2CCCCC2)CC1 (stereo not drawn),-6,4&0,-5,-51&-52,0,-15&-16,-0.4&3.9,6&2,86
COc1ccc(C(=O)CC(=O)c2ccc(C(C)(C)C)cc2)cc1,x,x,x,4,x,3,0.9,10,x
Cc1ccc(CN2CCN(Cc3cccc4nccnc34)CC2CCO)cc1 (stereo not drawn),41,0,-3,-4,7,5,-0.5,5,89
CC[n+]1c(C)sc2cc(OC)ccc21,2,16,-2,-8,12,4,1.4,-3,98
CN(C)CCOC(C)(c1ccccc1)c1ccccn1 (stereo not drawn),11&36,-1,-5,-15,-1&-8,-11,-0.9,-2,105&96
COC(=O)c1ccc(O)cc1,36,x,-9,10,-6,0,0.5,1,98
CC(=O)c1ccc2c(c1)N(CCCN(C)C)c1ccccc1S2,x,x,-7,11,x,-17,2.4,0,x
OC(C#CCN1CCCC1)(c1ccccc1)c1ccccc1,0,-1,-4,1,5,-18,0.6,6,98
C=CC1=C(C(=O)O)N2C(=O)[C@@H](NC(=O)/C(=N\O)c3csc(N)n3)[C@H]2SC1 (stereo in doubt),x,0,-1,-10,x,1,0.1,1,108
CC(=O)OCC1=C[C@@H]2OC(=O)C3=CO[C@@H](O[C@@H]4O[C@H](CO)[C@@H](O)[C@H](O)[C@H]4O)[C@H]1[C@@H]32,x,5,-4,3,x,4,-3.1,0,x

# Another view of 5 compounds above:
Molecule	PHOSPHO1 block	IDE cell inh	GalR3 antag	CRFR2-BP antag	p-CIP stab down	M4 PAM	CRFBP-R2 agonist	IDE act	MEKK3 PB1 HTS
CN(C)CCOC(C)(c1ccccc1)c1ccccn1 (stereo not drawn)	11&36	-1	-5	-15	-1&-8	-11	-0.9	-2	105&96
Cn1c(=O)c2c(ncn2CC2OCCO2)n(C)c1=O	52	0	-8	7	-4	-15	3.6	-3	104
C=C[C@@H]1CN2CCC1C[C@@H]2[C@@H](O)c1ccnc2ccc(OC)cc12 (stereo partly drawn)	8	-4&-1	-4	-17&-1	-7	-5&-5	-2.3&-1.0	-3&5	107
CCN(CC)CCOC(=O)C1(c2ccccc2)CCCC1	12	-2	-3	-6	-16	-35	-1.5	1	98
O=C(CCNNC(=O)c1ccncc1)NCc1ccccc1	8	-1	x	-35	-4	-3	0.6	-6	81

# Screens: PubChem, several laboratories
